# Screening results as filed in PubChem BioAssay.
# Mm-Cpn inhibitor = inhibitors of Methanococcus maripaludis chaperonin (MmCpn). purified Mm-Cpn ATPase, ADP Transcreener TR-FRET. Potency, µM (top dose mostly 76.9 µM), inactives show at the top dose activity, negative = inhibition, most hits filed as inhibitors. 330,000 tested, 0.031% active. AID 504842; note: potency is the fitted concentration of half-maximal effect; % is set by controls: 0 for no effect and ±100 for the full control effect; nearly all actives have a fitted effect of over 80% in size
#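 Reaction buffer contained 30 mM Tris pH 7.4, 100 mM KCl, 5 mM MgCl2 and 1 mM DTT. Mm-CPN (25 nM final) hydrolysed 10 uM ATP over 30 min at 37°C; ADP was read by HTRF.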
# Nrf2 ARE act = Nrf2 pathway activation; Potency, µM (highest dose often 46.1 µM), for inactives: top-dose activation, most hits filed as activators; 410,000 tested, 0.31% active; AREc32 ARE-luciferase reporter (MCF7-derived line), luminescence, 24 h; note: potency is the fitted concentration of half-maximal effect; % of control where 0% means no effect; nearly all actives have a fitted effect of over 65% in size
#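 AREc32_Fluc, 1000 cells/well, OPTI-MEM + 5% FBS, o/n 37 deg C 5% CO2; 23 nL cpd by pin tool, 24 hr; Steady-Glo 30 min RT, luminescence.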
# Abeta rescue = restores growth of yeast expressing A-beta42 peptide. 410,000 tested, 0.063% active. Potency, µM (titrated, usually from 46.1 µM), for the others: top-dose growth rescue, actives largely listed as activators. yeast expressing A-beta42, growth rescue, OD600, 48 h; response scale: 0% DMSO, 100% iron-clioquinol control; note: potency is the fitted concentration of half-maximal effect; nearly all actives have a fitted effect of over 55% in size
#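 Yeast growth medium received pinned compounds, then yeast cells expressing toxic A-beta were added; plates incubated at 30 C for 48 hr. Growth read as absorbance at 600 nm, normalized to DMSO and equimolar FeCl3 plus clioquinol controls.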
# Akt phos inh = blocks phosphorylation of Akt. Neuro2A IGF-stimulated pAkt S473 HTRF, 20 min; hits give low values. activity change, % for hits at 50 µM. 360,000 tested, 0.32% active; in the data active = activity change below about -80%; inconclusive = mostly about -51% to -80%; note: % is set by controls: 0 for no effect and ±100 for the full control effect
#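 Neuro2A cells (4,500/well, DMEM with 0.5% FBS) were treated with compound at a single 50 µM final concentration, stimulated with 6 nM IGF for 20 min at 37 °C, and lysed. Phospho-Akt Ser473 was read by HTRF as 665/615 ratio ×10^4.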
# Nrf2 block = blocks Nrf2 signaling. A549 ARE-Fluc reporter, luciferase luminescence, 18-24 h. Potency, µM (top dose mostly 46 µM), without a hit: top-dose activity change, negative = inhibition, usual class: inhibitors. 360,000 tested, 2.1% active. AID 504444; note: potency is the fitted concentration of half-maximal effect; % is set by controls: 0 for no effect and ±100 for the full control effect; nearly all actives have a fitted effect of over 60% in size
#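 Nrf2 function is reported as luminescence of an ARE-controlled luciferase in A549 cells. Compounds were tested at several concentrations, and a CellTiter-Fluor read on the same wells flagged cytotoxicity.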
# CCT modulator = cytosolic chaperonin activity modulation. purified chaperonin ATPase assay, HTRF ADP detection, 30 min. activity change, % (concentration not given with the values), hits read low. 360,000 tested, 0.3% active. AID 651819; in the data active = activity change below about -30%; note: % is set by controls: 0 for no effect and ±100 for the full control effect
#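 Nucleotide hydrolysis assay: TRiC at 20–40 nM final (set by batch activity) with 10 uM ATP, 30 min at 37 °C, in presence of 76 uM compound. Detection by competitive ADP HTRF, 30 min ambient.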
# TGFb SMAD3 inh = TGF-b pathway inhibition; Potency, µM (doses to about 46.1 µM), for the others: top-dose activity, negative = inhibition, usual class: inhibitors; AID 588855; 410,000 tested, 1.2% active; HepG2 CAGA-GFP TGF-b/SMAD3 reporter, GFP fluorescence, 18 h; TGF-beta stimulated, 500 pg/mL final; note: potency is the fitted concentration of half-maximal effect; % is set by controls: 0 for no effect and ±100 for the full control effect; nearly all actives have a fitted effect of over 65% in size
#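 TGF-beta reporter screen: HEPG2 CAGA-GFP, 1% FBS, 500 pg/mL TGF-beta final, 18 h; per-cell GFP summed per well; curves fitted and categorized by class.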
# A549 viability = counter-screen for Nrf2 inhibitors: cytotoxicity in A549 cells; Potency, µM (series often up to 46 µM), inactives show at the top dose activity change, negative = cytotoxicity, most hits filed as inhibitors; A549 ARE-Fluc cells, CellTiter-Fluor viability, 18-24 h; 390,000 tested, 0.16% active; note: potency is the fitted concentration of half-maximal effect; % is set by controls: 0 for no effect and ±100 for the full control effect
#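 Cytotoxicity counterscreen: CellTiter-Fluor fluorescence was measured in A549 ARE_Fluc cells after 18-24 h of compound exposure in a concentration series. The subsequent BugLite luminescent read reports ARE-luciferase activity.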
# HepG2 tox = HepG2 cytotoxicity, counter-screen for TGF-b inhibitors; Potency, µM (series often up to 46.1 µM), without a hit: at the top dose activity change, negative = cytotoxicity, hits mostly cytotoxic; 410,000 tested, 0.76% active; HepG2 CAGA-GFP viability, ATP luminescence, 18 h; AID 588856; note: potency is the fitted concentration of half-maximal effect; some results filed as inactive show a strong effect at the top dose
#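 CellTiter-Glo luminescence gave cytotoxicity after 18 hours at 37 degrees C. The cells were HepG2 CAGA-GFP in 1% FBS DMEM, stimulated with 500 pg/mL TGF-beta after compound addition. %Activity was normalised to no-cell wells (complete cell-killing) and DMSO (no toxicity), and curves were fitted and classified.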
# * hit, by the source's call; i = inactive; ? = inconclusive; nt = not tested or not shown; & = joins results of further samples. Unless noted, calls come from the whole dose curve; as a rule, active = well fitted curve in the direction sought with a large enough effect; inconclusive = small, poorly fitted or top-dose-only effect, or another doubt; inactive = no such curve, though single readings can be large; an effect the other way counts as inactive or inconclusive.
SMILES,Mm-Cpn inhibitor,Nrf2 ARE act,Abeta rescue,Akt phos inh,Nrf2 block,CCT modulator,TGFb SMAD3 inh,A549 viability,HepG2 tox
Cc1ccc(F)cc1NC(=O)CCOc1ccccc1,-1%,-0.4%,6%,i,-14%,-2.3,13%,3%,2%
COc1ccc(C(=O)COc2ccc(C(C)=O)cc2OC)cc1OC,nt,4.5%,-3%,i,?,-2.0,0%,-6%,3%
COCCn1ccc2c(OCC(=O)NCc3ccc(F)cc3)cccc2c1=O,nt,0.1%,-14%,nt,nt,nt,-5%,0%,-30%
c1ccc(-c2cn(-c3ccccc3)c3ncnc(N4CCN(c5ccccc5)CC4)c23)cc1,nt,0.0%,3%,nt,nt,nt,0%,-3%,3%
Cc1cc([N+](=O)[O-])ccc1N(C)C,0%,0.1%,-9%,i,-1%,-0.8,0%,-7%,4%
O=C(NCCc1ccccn1)c1nc(Cn2ccc([N+](=O)[O-])n2)no1,2%,0.1%,1%,i,-3%,1.4,1%,-1%,2%
Cc1ccc(-n2ncc(C(=O)NCC3CCN(C4CCCC4)C3)c2C2CCN(C(=O)OC(C)(C)C)CC2)cc1C (stereo not given),1%,-0.1%,10%,i,12%,-0.8,-17%,7%,-27%
O=C(N/N=C/c1ccccc1)c1ccco1,1%,4.4%,3%,i,?,1.5,7%,-3%,-28%
O=[N+]([O-])c1ccccc1-c1ccc(CN2CCN(c3ccccc3)CC2)o1,3%,-0.4%,21%,i,-3%,-0.1,-18%,1%,-21%
COc1ccc(C(=O)Nc2cc(S(=O)(=O)N3CCCCC3)ccc2OC)cc1,2%,-0.3%,10%,i,10%,-4.7,-4%,-7%,-25%
CC(=O)Nc1cc(C(=O)NCc2ccc(F)cc2)ccc1Sc1ccc(C)cc1,nt,0.0%,-10%,nt,nt,nt,-11%,-2%,-29%
CN(c1ccc(C(=O)N2CCN(Cc3ccc4c(c3)OCO4)CC2)cc1)S(=O)(=O)c1ccccc1,2%,0.6%,12%,i,6.5µM*,-1.6,-13%,3%,-4%
CC[C@@H]1Cc2[nH][nH]c(=O)c2[C@@H](c2ccc(F)cc2)O1,nt,-0.7%,6%,i,nt,-1.1,nt,nt,nt
C[C@@H]1CCC[C@]2(O[C@@H](CCO)C[C@@H](O)[C@@H]2O)O1,nt,0.3%,4%,i,18%,1.5,-14%,-4%,-14%
CC(=O)Nc1ccc(NC(=O)COc2ccc(S(=O)(=O)NC(C)c3ccccc3)cc2)cc1 (stereo not given),-1%,-0.3%,-2%,i,?,2.6,-8%,-3%,-7%
CN(C)c1ccc(C(c2nnnn2C(C)(C)C)N2CCN(C(=O)c3ccco3)CC2)cc1 (stereo not given),-1%,-0.3%,-12%,i,nt,-1.1,28%,0%,11%
CCN1C(=O)c2cccc3c(S(=O)(=O)N(C(=O)c4cccnc4)c4ccc(OC)cc4)ccc1c23,-2%,3.7%,-6%,i,?,-3.4,?,3%,-31%
Cc1cc(C)n(/N=C/c2cccc(O)c2)c(=O)c1C(N)=O,1%,-0.6%,-7%,i,nt,-2.9,-27%,-4%,2%
COc1ccc(OC)c(NS(=O)(=O)c2cccs2)c1,-1%,-0.5%,?,i,9%,-0.3,-3%,-10%,1%
CCc1nnc(NC(=O)[C@@H](NC(=O)c2cccc(S(=O)(=O)N3CCOCC3)c2)C(C)C)s1,-2%,0.1%,-7%,i,1%,-4.9,-33%,5%,-8%
CCOC(=O)NCc1ccc2c(c1)cc(C)n2C,-2%,0.5%,0%,i,?,0.5,25%,0%,5%
O=C1/C(=C/c2ccccn2)SC(=S)N1Cc1ccccc1,1%,0.3%,5%,i,-10%,-2.9,3%,0%,-19%
N#Cc1ccccc1-c1ccccc1C(=O)N1CCCCC1,-1%,-1.1%,23%,i,-19%,-0.7,-9%,0%,-28%
CCOc1ccccc1NC(=O)C(NC(=O)C1CCC(C)CC1)C(C)C (stereo not given),1%,0.1%,7%,i,-14%,2.1,1%,5%,-3%
CCOc1ccc(-c2nnn(CC(=O)N3CCCC3)n2)cc1OCC,0%,0.4%,4%,i,-1%,1.0,9%,-7%,-7%
C=C(C)CNC(=S)N/N=C(\C)c1ccc(Cl)s1,-1%,?,?,i,30%,-0.8,-14%,2%,0%
CC(=O)Nc1cccc(OCCCNC(=O)c2ccc(C(C)(C)C)cc2)c1,0%,2.2%,9%,i,-2%,-0.2,0%,0%,17%
CCNc1nc(N)nc(Oc2ccc(OCc3ccccc3)nn2)n1,-2%,-0.1%,0%,i,1%,0.9,?,17%,-69%
O=C(NN=C1C2CC3CC(C2)CC1C3)c1cccs1,-9%,2.9%,7%,i,?,2.2,1%,?,-5%
Cc1cccc(C)c1-n1ncc(C(=O)NC2CCCC2)c1C1CCN(C(=O)OC(C)(C)C)CC1,nt,0.5%,13%,nt,?,nt,-3%,0%,-6%
COc1ccccc1-c1nnc(SCC(=O)Nc2ccc(Cl)cc2Cl)o1,-3%,4.4%,14%,i,6%,-1.2,3%,-1%,0%
CCCCCc1nc(N)c(C#N)c(-c2ccco2)c1CCCC,0%,4.8%,1%,i,-8%,-1.3,2%,3%,-8%
CCn1c(C(=O)Nc2c(C)cccc2C)cc2sc(Cl)cc21,nt,2.2%,-12%,nt,3%,nt,3%,-1%,-14%
COc1ccc(-c2cc(C(=O)NCC(c3ccco3)N(C)C)c3ccccc3n2)cc1OC (stereo not given),-18%,3.2%,6%,i,14%,-0.3,-11%,-12%,-12%
COC(=O)[C@]1(Cc2ccccc2)N[C@H](CN(C)S(=O)(=O)c2ccc(F)cc2)[C@@H]2C(=O)N(C)C(=O)[C@@H]21,-2%,-1.2%,-9%,i,1%,-1.7,6%,-7%,-8%
CC[C@]1(C(=O)OC)[C@H]2C(=O)N(C)C(=O)[C@H]2[C@H]2CN(C)C(=NCc3ccccc3)N21,-4%,0.5%,-9%,i,-2%,-2.0,-38%,1%,6%

# Record cards (already shown). Values in the order: Mm-Cpn inhibitor, Nrf2 ARE act, Abeta rescue, Akt phos inh, Nrf2 block, CCT modulator, TGFb SMAD3 inh, A549 viability, HepG2 tox
# Record of C=C(C)CNC(=S)N/N=C(\C)c1ccc(Cl)s1 → -1%, ?, ?, i, 30%, -0.8, -14%, 2%, 0%
# Record of CCNc1nc(N)nc(Oc2ccc(OCc3ccccc3)nn2)n1 → -2%, -0.1%, 0%, i, 1%, 0.9, ?, 17%, -69%
# Record of COC(=O)[C@]1(Cc2ccccc2)N[C@H](CN(C)S(=O)(=O)c2ccc(F)cc2)[C@@H]2C(=O)N(C)C(=O)[C@@H]21 → -2%, -1.2%, -9%, i, 1%, -1.7, 6%, -7%, -8%

# Continued.
SMILES,Mm-Cpn inhibitor,Nrf2 ARE act,Abeta rescue,Akt phos inh,Nrf2 block,CCT modulator,TGFb SMAD3 inh,A549 viability,HepG2 tox
CCn1nc(C)c(CNC(=O)c2cc(COc3cncc(Cl)c3)on2)c1C,0%,2.9%,17%,i,0%,0.3,-15%,1%,-21%
COc1ccc(CCN(Cc2cc3cccc(C)c3[nH]c2=O)C(=O)N2CCCC2)cc1OC,1%,2.7%,8%,i,3%,-1.4,1%,-10%,-28%
COc1ccc(Cl)cc1C(=O)NNC(=O)CNC(=O)c1ccc(C)s1,4%,12%,2%,i,2%,-2.9,7%,1%,-2%
COC(=O)Cn1cnc2sc(C)c(S(=O)(=O)N3CCN(c4ccccc4OC)CC3)c2c1=O,1%,2.7%,15%,i,3%,-0.9,12%,-2%,-24%
Cc1ccc(-c2csc(NC(=O)c3ccc(F)cc3)c2C(=O)O)cc1,1%,-0.3%,1%,i,?,-0.8,0%,-14%,-27%
CCc1ccccc1NC(=O)CN(C)C(=O)COc1ccc(C)nc1[N+](=O)[O-],1%,0.2%,9%,i,7%,1.1,-3%,-6%,-2%
Cc1cccc(NC(=O)CN(C2=NC3CS(=O)(=O)CC3S2)c2ccccc2F)c1 (stereo not given),0%,-0.3%,3%,i,-22%,1.9,3%,-21%,-6%
O=C(c1cnn2ccccc12)N1CCc2ccccc21,?,7.2%,3%,i,?,-0.6,5%,-1%,-8%
O=C(CCNC(=O)c1ccc([N+](=O)[O-])cc1)NCCCN1CCCC1=O,-4%,0.9%,9%,i,2%,2.9,0%,10%,5%
CCCN1CCN(CCCNC(=O)c2ccc3c(Cl)c4c(nc3c2)CCCC4)CC1,-1%,21%,-19%,i,-24%,-2.7,?,?,-22%
COc1ccc(NC(=O)CCNS(=O)(=O)c2cccc3nonc23)c(OC)c1,0%,0.4%&-0.6%,5%&-8%,i,-6%,-2.7,-16%&-21%,1%&-8%,-8%&-2%
O=C(O)c1cccc2c1C(=O)N(C1CCCCC1)C2,-14%,-1.4%,0%,i,5%,-1.7,-19%,-6%,-11%

# Limited to Mm-Cpn inhibitor (4 entries from above):
structure	Mm-Cpn inhibitor
CCn1nc(C)c(CNC(=O)c2cc(COc3cncc(Cl)c3)on2)c1C	0%
COc1ccc(CCN(Cc2cc3cccc(C)c3[nH]c2=O)C(=O)N2CCCC2)cc1OC	1%
COc1ccc(Cl)cc1C(=O)NNC(=O)CNC(=O)c1ccc(C)s1	4%
COC(=O)Cn1cnc2sc(C)c(S(=O)(=O)N3CCN(c4ccccc4OC)CC3)c2c1=O	1%

# Rows are unselected; 4.3% or so of the library scored in one or more.
